Bioassay records: PubChem, several laboratories
Scp1 inh: Scp-1 phosphatase inhibitors, primary screen, biochemical, colorimetric, uHTS; Carboxy-terminal domain RNA polymerase II polypeptide A small phosphatase 1 (Homo …; Recombinant Scp1, phosphopeptide, malachite green phosphate absorbance; inhibition, % at 20 µM; hit rate 0.88% among 340,000; AID 493091, 2011;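 active = inhibition above about 50% at 20 µM, limit read from the data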;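 note: plate controls were DMSO wells with enzyme for no effect and wells lacking enzyme for full effect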
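System: truncated SCP-1 phosphatase (76-261aa); medium: Tris acetate buffer pH 5.5 with MgCl2 and Tween-20; incubation: 45 min room-temperature reaction, 5 min colour, 30 min stabiliser; compound: single 20 µM dose, 1% DMSO; reagent: Phosphorylated 17-residue peptide substrate; read-out: % inhibition at 20 µM; technique: colorimetric free-phosphate detection, absorbance 630 nm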
Neddyl block: inhibitors of cullin neddylation, primary screen, biochemical, TR-FRET, uHTS, NAE and Ubc12 | calls only at 25 µM | NEDD8-conjugating enzyme Ubc12 (Homo sapiens) + NEDD8-activating enzyme E1 regulatory … | AID 651699, 2012 | hit rate 0.58% among 360,000; in the data active = inhibition above about 36%
LMPTP block: LMPTP phosphatase inhibitors, primary screen, biochemical, fluorescence intensity, uHTS. recombinant LMPTP-A, OMFP fluorogenic substrate. hit rate 0.22% among 360,000. inhibition, % at 20 µM;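 active = compounds that cut the enzyme signal by at least half of the control window in the single-dose screen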;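 note: plate controls were DMSO wells with enzyme plus substrate for no effect and substrate without enzyme for full effect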
Target sequence (P24666 whole entry, looked up): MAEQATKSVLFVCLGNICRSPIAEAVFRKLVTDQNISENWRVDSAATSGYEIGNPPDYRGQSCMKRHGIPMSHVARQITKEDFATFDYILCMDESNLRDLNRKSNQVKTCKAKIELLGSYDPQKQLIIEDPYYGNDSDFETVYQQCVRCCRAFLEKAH
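Assay system: LMPTP-A phosphatase enzyme | Input: 0.625 nM enzyme | Also added: Fluorogenic phosphatase substrate OMFP at 400 µM final | Compound dosing: One test concentration per compound, 20 µM, with 3% DMSO overall | Schedule: 50 min enzyme reaction at room temperature, protected from light | Signal: Fluorescence intensity | Benchmarks: no-enzyme and uninhibited controls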
Rpn11 inh: Rpn11 (PSMD14) deubiquitinase inhibitors, primary screen, biochemical, fluorescence polarization, uHTS | 26S proteasome non-ATPase regulatory subunit 14 (Homo sapiens), O00487 | human 26S proteasome, Ub4-pepOG fluorescence polarization; 20S core pre-blocked with epoxomicin | calls only at 20 µM | hit rate 0.59% among 360,000 | AID 588493, 2011;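 active = inhibition at 20 µM, scaled to each plate's controls, above about 33%, limit read from the data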
DNMT1 inh: human DNMT1 methyltransferase inhibitors, primary screen, biochemical, molecular beacon, fluorescence, HinP1I cleavage, uHTS. AID 588458, 2011. DNA (cytosine-5)-methyltransferase 1 (Homo sapiens), P26358. inhibition (reported as % activation of signal), % at 10 µM. hit rate 0.83% among 360,000; in the data active = inhibition above about 50%
SUMO1 PPI mod: modulators of SUMO1 protein-protein interactions, primary screen, biochemical, uHTS | Small ubiquitin-related modifier 1 (Homo sapiens), P63165 | inhibition, % at 20 µM | AID 602429, 2012 | SUMO1 binding to a labelled peptide, TR-FRET, 1 h | hit rate 0.33% among 360,000; in the data active = inhibition above about 37%
CSN deneddyl inh: inhibitors of CSN-mediated cullin deneddylation, primary screen, biochemical, fluorescence polarization, uHTS; COP9 signalosome complex subunit 5 (Homo sapiens), Q92905; Purified CSN, SCF-Nedd8-OG deneddylation; inhibition, % at 12.5 µM; hit rate 0.38% among 360,000; AID 651999, 2013;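 active = pattern-corrected inhibition above about 35%, with an unprinted fluorescence ratio check between 0.5 and 1.5, limit read from the data, passing the limit was not always enough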;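 note: 0% = enzyme with substrate and 100% = substrate without enzyme; some results filed as inactive read as strong as hits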
Target sequence (Q92905 whole entry, looked up, one chain of several): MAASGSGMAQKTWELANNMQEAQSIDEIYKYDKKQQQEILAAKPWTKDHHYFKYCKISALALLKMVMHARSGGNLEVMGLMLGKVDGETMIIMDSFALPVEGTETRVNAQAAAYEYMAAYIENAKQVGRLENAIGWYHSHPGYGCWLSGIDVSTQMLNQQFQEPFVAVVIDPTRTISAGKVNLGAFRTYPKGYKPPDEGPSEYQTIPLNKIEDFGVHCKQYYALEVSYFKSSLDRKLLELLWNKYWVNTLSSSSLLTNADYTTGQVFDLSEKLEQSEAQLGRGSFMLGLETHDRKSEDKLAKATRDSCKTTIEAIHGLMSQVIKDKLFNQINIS
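test system = HEK293T-derived human Csn5 enzyme | amount = 0.24 nM Csn5 enzyme, final concentration | medium = Tris/NaCl/DTT buffer, pH 7.5 | schedule = 90 min reaction at room temperature | signal = FP | evaluation = inhibition of Csn5 cleavage, % | compound dosing = single dose of 12.5 µM compound with 0.25% DMSO | probe or stimulus = 10 nM SCFSkp2-Nedd8OG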
STEP inh: STEP phosphatase inhibitors, primary screen, biochemical, fluorescence intensity, uHTS | inhibition, % at 20 µM | hit rate 0.25% among 360,000 | AID 588621, 2011 | recombinant STEP, OMFP fluorogenic substrate | Tyrosine-protein phosphatase non-receptor type 5 (Homo sapiens), P54829;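 active = inhibition at 20 µM, scaled per plate between control wells, above about 37%, limit read from the data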;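 note: 0% = DMSO with enzyme and substrate and 100% = substrate only without enzyme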
Target sequence (P54829 whole entry, looked up): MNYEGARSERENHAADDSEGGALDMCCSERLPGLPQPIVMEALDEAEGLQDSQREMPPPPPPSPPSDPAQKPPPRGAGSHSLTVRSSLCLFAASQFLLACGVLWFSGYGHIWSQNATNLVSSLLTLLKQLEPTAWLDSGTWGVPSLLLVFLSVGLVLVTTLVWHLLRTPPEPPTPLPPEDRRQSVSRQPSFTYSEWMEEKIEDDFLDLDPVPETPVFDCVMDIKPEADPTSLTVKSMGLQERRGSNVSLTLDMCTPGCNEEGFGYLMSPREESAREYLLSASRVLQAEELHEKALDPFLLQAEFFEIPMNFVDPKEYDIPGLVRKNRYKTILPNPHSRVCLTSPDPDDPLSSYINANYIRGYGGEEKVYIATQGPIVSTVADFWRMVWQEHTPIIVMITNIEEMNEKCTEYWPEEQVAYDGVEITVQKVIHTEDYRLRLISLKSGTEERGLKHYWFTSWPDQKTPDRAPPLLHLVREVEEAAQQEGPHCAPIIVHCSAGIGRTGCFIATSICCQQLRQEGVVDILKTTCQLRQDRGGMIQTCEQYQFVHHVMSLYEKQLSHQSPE
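material = STEP tyrosine phosphatase | reagent = fluorogenic phosphatase substrate OMFP at 25 µM final | doses = single compound dose of 20 µM, 1% DMSO final | schedule = 20 min reaction, room temperature, in the dark | measured by = fluorescence, 480/540 nm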
NadD block: inhibitors of S. aureus NadD, primary screen, biochemical, colorimetric, uHTS; Nicotinate-nucleotide adenylyltransferase NadD (Staphylococcus aureus N315); purified NadD enzyme, colorimetric absorbance read-out; inhibition, % at 20 µM; hit rate 0.78% among 360,000; AID 602399, 2012; in the data active = inhibition above about 26%; note: some compounds past the cut are filed as inactive
Rin1 Abl inh: inhibitors of Rin1-Abl protein binding, primary screen, biochemical, TR-FRET. Tyrosine-protein kinase ABL1 (Homo sapiens) + Ras and Rab interactor 1 (Homo sapiens), …. inhibition, % at 7.35 µM. hit rate 0.4% among 360,000. AID 588664, 2011; in the data active = inhibition above about 5%, passing the limit was not always enough
An asterisk follows results filed as active; i = inactive; x = not tested or not shown; + = active, no number.

Start of the data: the first two entries (preview)
SMILES	Scp1 inh	Neddyl block	LMPTP block	Rpn11 inh	DNMT1 inh	SUMO1 PPI mod	CSN deneddyl inh	STEP inh	NadD block	Rin1 Abl inh
COc1cccc(CN(C(=O)COc2ccc(Cl)cc2)C2CCS(=O)(=O)C2)c1 (stereo not drawn)	-3.5	i	-0.8	i	-2.5	4.0	0.6	-1.0	1.1	1.5
COCCNC(=O)C1(C)CCCN(C(=O)Cc2ccc3ccccc3c2)C1 (stereo not drawn)	x	i	-1.1	i	3.6	-2.4	1.8	0.2	-0.7	-0.7

The list itself, previewed entries included:
SMILES	Scp1 inh	Neddyl block	LMPTP block	Rpn11 inh	DNMT1 inh	SUMO1 PPI mod	CSN deneddyl inh	STEP inh	NadD block	Rin1 Abl inh
COc1cccc(CN(C(=O)COc2ccc(Cl)cc2)C2CCS(=O)(=O)C2)c1 (stereo not drawn)	-3.5	i	-0.8	i	-2.5	4.0	0.6	-1.0	1.1	1.5
COCCNC(=O)C1(C)CCCN(C(=O)Cc2ccc3ccccc3c2)C1 (stereo not drawn)	x	i	-1.1	i	3.6	-2.4	1.8	0.2	-0.7	-0.7
O=S(=O)(c1ccc2c(c1)CCCN2)N1CCCC1	-11.5	i	-0.7	i	6.1	-0.7	-4.5	-4.5	-2.9	0.2
CS(=O)(=O)N(CC(=O)N1CCN(Cc2ccccc2)CC1)Cc1ccccc1	-5.5	i	0.1	i	-1.0	1.2	81.9*	-0.6	9.5	3.2
Cc1ccc(NC(=O)CN(C)CC(=O)Nc2cccc(F)c2)cc1[N+](=O)[O-]	-2.9	i	0.9	i	-3.4	-17.7	0.3	0.2	-6.5	-0.5
Cc1ccc(CS/C(Nc2ccccc2C)=C(\C#N)C(=O)NCc2ccco2)c(C)c1	-12.6	i	2.2	i	-6.9	0.7	-0.1	2.6	2.5	25.7*
CCOC(=O)c1c(C)[nH]c(C(=O)NCC(c2ccco2)N2CCCCC2)c1C (stereo not drawn)	-3.6	i	-1.6	i	21.9	-1.5	-2.7	-0.2	1.6	-2.1
COc1ccc(Cn2c(=O)[nH]c3cc(C(=O)NCCc4ccc(S(N)(=O)=O)cc4)ccc3c2=O)cc1	0.4	i	2.7	i	6.9	1.4	1.8	0.8	5.6	0.9
COCCCNC(=O)COc1cc2c(c3oc(=O)c(C)c(C)c13)CCC(C)(C)O2	-6.0	x	-0.2	i	3.0	1.7	0.7	-0.9	-3.3	-2.7
COc1cc(C(=S)N2CCOCC2)cc(OC)c1OC(=O)c1ccc(F)cc1	-2.4	i	-0.1	i	2.8	3.3	2.9	2.9	0.5	1.2
O=C(NC(=S)NNC(=O)c1ccco1)c1ccc(Br)cc1	2.5	i	1.4	i	-2.2	0.0	-0.8	3.1	-13.6	5.0
C#Cc1cc(N2CCN(C(=O)c3ccoc3)CC2)n2nc(-c3cccc(Cl)c3)cc2n1	x	x	3.8	i	2.5	3.3	13.1	0.6	35.4*	-0.1

Profiles, quoted from the list. Order of values: Scp1 inh	Neddyl block	LMPTP block	Rpn11 inh	DNMT1 inh	SUMO1 PPI mod	CSN deneddyl inh	STEP inh	NadD block	Rin1 Abl inh
Listed for O=C(NC(=S)NNC(=O)c1ccco1)c1ccc(Br)cc1 → 2.5	i	1.4	i	-2.2	0.0	-0.8	3.1	-13.6	5.0
Listed for COCCCNC(=O)COc1cc2c(c3oc(=O)c(C)c(C)c13)CCC(C)(C)O2 → -6.0	x	-0.2	i	3.0	1.7	0.7	-0.9	-3.3	-2.7
Listed for COc1ccc(Cn2c(=O)[nH]c3cc(C(=O)NCCc4ccc(S(N)(=O)=O)cc4)ccc3c2=O)cc1 → 0.4	i	2.7	i	6.9	1.4	1.8	0.8	5.6	0.9

(list continues)
SMILES	Scp1 inh	Neddyl block	LMPTP block	Rpn11 inh	DNMT1 inh	SUMO1 PPI mod	CSN deneddyl inh	STEP inh	NadD block	Rin1 Abl inh
O=C(C1CCC(CNS(=O)(=O)c2ccc(F)cc2)CC1)N1CCOCC1 (stereo not drawn)	-7.4	i	-1.7	i	-1.1	-3.3	4.9	-2.5	-4.6	0.1
COc1ccc(N2CCN(C(=O)C3CCCN(S(=O)(=O)c4cccc5cccnc45)C3)CC2)cc1 (stereo not drawn)	38.3	i	0.6	i	-0.1	3.5	2.1	-1.7	3.1	0.9
O=C(CN(C(=O)CNC(=O)c1cccs1)c1ccc(F)cc1)NC1CCCCC1	-4.9	i	0.0	i	-1.7	4.0	-2.0	0.0	-3.2	2.7
Cc1ccc(S(=O)(=O)N(Cc2ccccc2)c2ccccc2C(=O)NCc2cccnc2)cc1	-11.1	i	-1.6	i	-3.2	-2.8	-2.5	-3.6	-7.5	0.9
O=C(Nc1cccc2c1CCCC2)c1cc(C2CCCCN2C(=O)CCCc2ccccc2)on1 (stereo not drawn)	x	i	6.0	i	9.5	4.0	1.6	2.4	-5.1	-1.2
O=C1CCN2C=Nc3cccc4ccc1c2c34	-10.4	i	-4.5	i	75.6*	2.4	-73.0	-67.6	5.2	-25.1
C=CCOC(=O)C1=C[C@H](c2ccc(Br)cc2)C[C@H](OCCCCO)O1	-16.8	i	0.0	i	-5.4	0.9	3.5	-1.5	-1.7	-2.4
Cc1nc(N)sc1-c1csc(Nc2ccc(S(N)(=O)=O)cc2)n1	5.2	i	5.1	+	-34.8	3.1	9.5	3.1	20.4	-3.2
Cc1ccc(Cl)c2sc(NC(=O)C3CC3)nc12	-8.5	i	0.1	i	3.8	-5.1	1.6	-3.7	0.4	2.3
CC(C)CC(NC(=O)c1ccccc1)C(=O)N/N=C/c1ccco1 (stereo not drawn)	45.0	i	-1.2	i	47.7	-5.2	4.3	5.4	1.8	1.2
O=C(O)CSc1ncn[nH]1	1.7	i	-2.9	i	-0.5	-0.4	-1.1	4.7	-4.7	1.3
COc1ccc2[nH]c3c(=O)n(CCCN4CCOCC4)cnc3c2c1	11.8	x	3.2	i	1.4	-2.5	4.7	-1.1	-3.9	-1.1
O=C(NC1CC1)C1C2C3C4CC5C3C5C4C12 (stereo not drawn)	-10.5	i	-1.8	i	3.6	0.4	-1.9	-1.6	3.5	3.2
CCOC(=O)CNC(=S)N(Cc1ccccc1)Cc1cccs1	9.1	i	1.9	i	0.6	-2.4	-4.1	0.4	-4.4	-4.4
Cc1ccccc1Cn1c(CN2CCc3ccccc3C2)nc2c1c(=O)n(C)c(=O)n2C	-2.6	i	-0.9	i	-10.1	1.4	3.1	1.9	4.4	4.7
O=C(NCCc1c[nH]c2ccccc12)c1cccc(S(=O)(=O)Nc2ccccc2Cl)c1	-10.1	i	0.8	i	-3.8	25.4	-7.4	-0.6	-5.9	-1.1
NC(=O)COc1c(-c2ccc(Br)o2)oc2ccccc2c1=O	-0.6	x	0.2	i	4.7	-28.3	-1.1	1.0	-3.8	-0.3
CCOC(=O)N=Nc1c(O)n(CC)c2ccccc12	-2.7	i	-1.8	i	1.4	-21.3	-2.5	-3.6	4.1	-2.9
CSCCC(NC(=O)COc1ccccc1)C(=O)N1CCN(c2ccccc2F)CC1 (stereo not drawn)	-4.5	i	-1.0	i	-1.9	-1.8	-1.8	-3.1	-3.3	-1.8
COC(=O)CC(=O)CSc1nc(C)cc(C)c1C#N	-5.0	x	-1.2	i	-1.8	-1.0	3.2	-0.5	2.1	0.4
CCOc1cc(N2CCOCC2)c(OCC)cc1NC(=O)C(C)C	0.8	i	-0.7	i	-0.3	1.8	-0.8	1.0	-1.2	-2.2
COc1cc(/C=N/NC(=O)CNc2n[nH]c(=O)[nH]c2=O)ccc1OCc1ccccc1	-5.8	i	0.1	i	1.5	-20.7	-1.1	1.6	-3.3	-0.9
CN(C)C(C)(C)/C=C/C(O)(c1ccccc1)c1ccccc1	-6.6	i	-0.4	i	-1.3	9.4	3.1	-3.4	-7.3	-0.5
O=C(CCn1cnc2ccccc21)N/N=C/c1ccccc1O	-10.3	+	-0.5	i	7.6	3.8	-0.7	2.6	-4.0	-0.9
Cc1cn(C2OC(COC(=O)c3ccccc3)C(O)C2O)c(=O)[nH]c1=O (stereo not drawn)	4.5	i	-2.4	i	5.3	-9.3	4.3	-3.3	-1.5	0.5
Cc1ccc(CN(C)C(=O)C2CCC(=O)N(C3CCCCCC3)C2)cc1 (stereo not drawn)	-3.5	i	-1.6	i	0.6	4.1	2.6	0.6	-3.5	1.9
COc1ccc(S(=O)(=O)N(C)CC(=O)N2CCCCCC2)cc1OC	2.6	i	-1.9	i	0.8	-4.5	-0.8	3.6	-2.3	-0.7
COc1ccc(C(=O)Nc2ccccc2N2CCOCC2)cc1S(=O)(=O)N1CCOCC1	-9.8	i	0.0	i	-1.0	1.8	1.5	-2.0	5.8	-0.2
COC(=O)c1c(N2C(=O)CC(Sc3ncccc3C(=O)O)C2=O)sc(C)c1C (stereo not drawn)	-0.3	i	-1.5	i	-4.1	3.6	5.1	-0.2	4.1	-3.3
O=C(O)CCN1C(=O)/C(=C\c2ccc(OCc3ccccc3)c(OCc3ccccc3)c2)SC1=S	15.6	i	14.4	i	98.3*	24.1	25.4	7.4	31.1*	-0.4
CCNc1nc(NCC)n2c(SCC(=O)Nc3ccccc3)nnc2n1	-8.9	i	-1.3	i	-0.2	2.8	-2.9	-2.0	2.4	-1.0
CN(CC(=O)Nc1ccc(N2CCOCC2)cc1)C(=O)c1cc2c(s1)CCCC2	-5.5	i	-0.3	i	-1.0	-0.9	0.1	2.5	-1.8	0.5
COc1cc(NC(=O)c2c(F)c(F)c(OC)c(F)c2F)ccc1NC(=O)c1cccs1	-6.0	i	1.4	i	-3.9	32.9	-0.1	-0.9	-7.5	-1.0
Cc1cc2cc(CNS(=O)(=O)c3ccccc3)ccc2n1C	-5.8	i	31.9	i	25.9	-26.4	-1.8	1.3	10.1	-5.5
